Screening results (PubChem)
Myeloid diff MLP: promotes myeloid progenitor differentiation; ER-HoxA9 myeloid progenitors, lysozyme-GFP differentiation, flow cytometry; calls only at 10 µM; 360,000 tested, 1% active; AID 624256;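 active = normalized GFP-positive differentiation at or above the plate's own cutoff, the solvent-only control mean plus 3 SD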;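 also: cells exposed to compound for four days before flow analysis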
Lipid droplet: modulators of hepatic lipid droplet formation | AML12 mouse hepatocytes, oleate lipid droplets, BODIPY imaging | inhibition, % at 6.5 µM | 240,000 tested, 0.4% active | AID 1656;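 active = lipid droplet intensity inhibited by at least 50%, with more than 500 cells counted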
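Material: mouse AML12 hepatocyte cell line, fixed after treatment; Timing: compound with oleate, overnight; Technique: high-content imaging of BODIPY-stained droplets and DAPI nuclei; Probe or stimulus: oleate, 100 µM final; Dosing: compound at 6.5 µM only.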
MT stabilizer: stabilizes microtubules in HeLa cells. HeLa tubulin immunostaining HCS, 24 h; share of cells brighter than vehicle mean+2SD. % tubulin-high responders, % at 10 µM. 200,000 tested, 0.83% active. AID 2205;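 active = plate Z-score above 3 for both tubulin-high and condensed-nucleus cell shares, with cell loss under 80%, at 10 µM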;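 also: anti alpha tubulin signal scored within the nucleus-defined area of each cell; some results filed as inactive read as strong as hits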
b-catenin transl: modulators of beta-catenin nuclear translocation. HeLa beta-catenin nuclear translocation, immunofluorescence imaging. nuclear translocation activity, % at 5 µM. 190,000 tested, 0.3% active. AID 1665;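 active = nuclear translocation activity above 50% at 5 µM, with a well cell count of 50 or more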;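 also: per-cell ratio of nuclear to cytoplasmic median beta-catenin stain intensity; plate controls were DMSO negative control for no effect and GSK-3 inhibitor IX positive control for full effect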
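Test system: human HeLa cells, endogenous beta-catenin. Times: 24 h compound exposure, 37°C. Measured by: beta-catenin immunofluorescence imaging with DAPI.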
T cell modulator: T cell immune modulators affecting CD8 T cell-vesicle binding. calls only at 7 µM. 330,000 tested, 0.068% active. 2C CD8+ T cell-vesicle binding, flow cytometry; hits give low values;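 active = response, share of CD8 T cells binding vesicles, and their 90th percentile fluorescence all below set limits, cut at about 80% in these data, passing the limit was not always enough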
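material = purified 2C TCR transgenic mouse naive CD8+ T cells | controls = Unloaded micro-vesicles (low), QL9 vesicles with 0.7% DMSO (high) | detection = cytometric PE anti-B7-1 and Alexa647 anti-CD8 signals after 1% paraformaldehyde fixation | incubation = binding step 1.5 h, 37 °C, antibody labelling 20 min, ice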
Insulin prom up: MIN6 insulin promoter up-regulation; 190,000 tested, 0.3% active; z-score at 5 µM; MIN6 insulin promoter-GFP reporter, high-content imaging; hits give high values; AID 1625;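 active = z-score above 3 at 5 µM with at least 500 cells counted in the well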
Dynein transport: dynein cargo transport inhibition; 3617.4 mouse cells, GR-EGFP nuclear translocation imaging; test concentration mostly 20 µM; stimulated with dexamethasone, 1 µM; hits give low values; AID 1381; z-score, hits read low; 220,000 tested, 0.47% active;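 active = plate z-score of nuclear minus cytoplasmic receptor signal below a set negative limit, without overly bright fluorescence or cell loss, cut at about -3.5 in these data, passing the limit was not always enough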;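 also: z-score of nuclear minus cytoplasmic ring GR-EGFP intensity difference per well; some compounds called inactive have numbers as strong as hits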
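medium = tetracycline-free induction medium containing charcoal-stripped FBS | probe or stimulus = dexamethasone, 1.0 µM final | timing = 48 h induction, then 1 h compound, then 30 min agonist, 37 °C | detection = automated 10x imaging of fixed Hoechst-stained cells | read-out basis = nuclear versus cytoplasmic GR-EGFP signal, averaged per well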
TNAP activation fold: stimulation of alkaline phosphatase TNAP activity – biochemical, luminescent, no phosphate acceptor, uHTS, primary screen (AID 1001). purified TNAP, luminescent activation assay, no phosphate acceptor; higher activation fold means a stronger effect. activation fold at 20 µM, or EC50 in µM where a hit was titrated. 200,000 tested, 0.03% active; in the data active = activation fold from about 3, or a potency from the dose series; inactive = the rest, 99 in 100 with activation fold below about 1.6; also: many of its hits are not listed in these tables
PMI inhibitors: inhibitors of human PMI, primary screen, biochemical, fluorescence intensity, coupled assay (AID 1209); purified PMI enzyme, coupled fluorescence intensity; higher % means a stronger effect; one-dose inhibition, % at 20 µM; IC50 in µM for titrated hits; 190,000 tested, 0.42% active; in the data active = inhibition above about 50%;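 also: plate controls were DMSO vehicle for no effect and wells lacking substrate for full effect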
Dynein transport cytoplasmic EGFP: recorded beside Dynein transport, whose call it bears; z-score; measured here: cytoplasmic GR-EGFP intensity; hits give high values
Dynein transport nuclear GR-EGFP: recorded beside Dynein transport, whose call it bears; z-score; measured here: nuclear GR-EGFP intensity;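 lower value marks the stronger effect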
Dynein transport cell count: further read-out of Dynein transport, marked with its call; z-score; measured here: cell count per field
Insulin prom up cell count: also measured in Insulin prom up; calls as there; cell count; measured here: cytotoxicity, nuclei count;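 total cells summed across four imaged fields per well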
Lipid droplet cells 6.5 µM: further read-out of Lipid droplet, marked with its call; cell count; measured here: cell count, cytotoxicity flag;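 cells counted across two imaged fields per well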
b-catenin transl cell count 5 µM: recorded beside b-catenin transl, whose call it bears; cell count; measured here: cell count, cytotoxicity flag
T cell modulator vesicle-bound %: recorded beside T cell modulator, whose call it bears; double positive events, %; measured here: CD8+ vesicle-bound cell fraction;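 binding gate set so that unloaded-vesicle control wells show 10% double positive cells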
MT stabilizer Hoechst-high %: second read-out of MT stabilizer, no call of its own (marks repeat the call); % Hoechst-high responders; measured here: nuclear condensation Hoechst responders;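 share of cells brighter than vehicle mean plus two SD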
MT stabilizer cytotoxicity %: also measured in MT stabilizer; calls as there; toxicity, %; measured here: cytotoxicity by cell density;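 0% = mean cell density of plate MIN control wells and 100% = no cells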
Myeloid diff MLP GFP+ MAC1+ %: recorded beside Myeloid diff MLP, whose call it bears; GFP+ MAC1+ double positive, %; measured here: differentiation confirmed by MAC1 staining
* = called active by the depositor; i = inactive; x = no result given.

entry	molecule	Myeloid diff MLP	Myeloid diff MLP GFP+ MAC1+ %	Lipid droplet	Lipid droplet cells 6.5 µM	MT stabilizer	MT stabilizer Hoechst-high %	MT stabilizer cytotoxicity %	b-catenin transl	b-catenin transl cell count 5 µM	T cell modulator	T cell modulator vesicle-bound %	Insulin prom up	Insulin prom up cell count	Dynein transport	Dynein transport cytoplasmic EGFP	Dynein transport nuclear GR-EGFP	Dynein transport cell count	TNAP activation fold	PMI inhibitors
1	CCN1CCN(C(=O)c2ccccc2N(Cc2ccccc2)S(C)(=O)=O)CC1	i	0.9	x	x	2.7	2.2	6.2	-1.1	1194	i	30.2	0.53	949	-0.796	-0.26	0.386	0.27	1.1	7.1%
2	CC(C)C(NC(=O)C1CCCCC1)C(=O)N1CCN(c2ccc(F)cc2)CC1 (stereo not drawn)	i	2.6	x	x	4.2	2.0	16.2	0.9	1378	i	22.5	-0.39	1234	0.208	-0.211	0.287	0.121	1.1	5.7%
3	Cc1ccc(S(=O)(=O)Nc2cnc3ccccc3c2)cc1	i	0.3	7.4	671	1.7	1.0	6.5	-1.4	1111	i	21.3	-0.05	1305	-0.219	-0.363	-0.208	2.63	0.8	3.8%
4	COc1ccc(-n2ccnc2SCC(=O)NCc2ccco2)c(OC)c1	i	0.1	-24.0	718	x	x	x	0.9	1064	i	66.8	-0.8	1295	1.28	-0.176	0.988	-0.848	1	6.1%
5	CC(=O)N1CCN(c2ccc([N+](=O)[O-])c(-n3nc(C)cc3C)c2)CC1	i	1.6	3.0	612	5.9	1.8	0.7	0.2	964	i	38.7	0.11	1365	1.06	-0.305	0.144	-0.203	1.1	-4.2%
6	Cc1cccc(-c2nc3c(c(SCC(=O)N(C)C)n2)CCCC3)c1	i	0.9	-21.2	720	3.6	1.8	5.5	x	x	i	17.1	x	x	0.097	-0.256	-0.58	-0.223	1.1	10.5%
7	CC1=C(C(=O)Nc2ccccc2)C(c2ccco2)NC(=S)N1 (stereo not drawn)	i	1.3	x	x	2.2	1.8	6.4	-0.2	1390	i	14.3	-0.09	1589	-0.312	-0.203	-0.401	-0.061	1	2.8%
8	Cc1ccc(C2(C)NC(=O)N(CC(=O)Nc3ccc4c(c3)OCO4)C2=O)cc1 (stereo not drawn)	i	1.1	3.4	780	6.2	1.5	5.1	2.4	1154	i	41.4	0.76	1240	-0.757	-0.172	-0.0595	0.43	1.1	15.7%
9	O=C(O)CCc1nc2ccccc2n(CCc2ccccc2)c1=O	i	0.7	x	x	1.8	1.6	8.1	3.0	580	i	20.8	-0.69	1029	-0.793	-0.173	-0.475	0.829	1.1	-12.4%
10	CCCc1c(C)nn(C(=O)/C(C#N)=N/Nc2ccccc2[N+](=O)[O-])c1C	i	0.3	2.6	682	6.2	1.3	10.2	1.8	1157	i	32.2	-0.64	1344	-0.346	-0.334	-0.158	0.307	0.9	-17.7%
11	Cc1ccc(-n2c(SCC(=O)OC(C)C)nnc2-c2ccncc2)cc1	i	0.9	12.4	776	2.3	2.8	46.7	-2.3	1204	i	38.7	-0.46	1208	-0.585	-0.306	-0.00721	0.729	1.1	-3.3%
12	CC(=O)c1ccc(NC(=S)N2CCCC(CO)C2)cc1 (stereo not drawn)	i	0.4	-2.2	686	5.4	3.0	8.6	-0.1	1063	i	55.2	0.6	1534	-0.00392	-0.197	-0.111	-0.0506	1.1	15.3%
13	O=C(N/N=C/c1coc2ccccc2c1=O)c1cccc([N+](=O)[O-])c1	i	0.7	2.9	713	2.2	3.1	13.3	-2.2	1134	i	58.1	0.3	1400	-0.597	-0.344	-0.781	0.853	0.8	-20.2%
14	CCC(C)(C(=O)NC1CCCCC1)N(C(=O)c1ccccn1)c1ccccc1 (stereo not drawn)	i	2.5	-17.6	715	2.2	0.9	8.2	x	x	i	42.0	0.37	917	1.23	-0.169	0.955	0.0635	1.1	7.7%
15	CCOC(=O)C1=C(C)OC(N)=C(C#N)C1c1ccsc1 (stereo not drawn)	i	1.5	x	x	4.1	2.6	9.1	-0.9	767	i	21.3	0.93	1002	-0.787	-0.209	-0.243	0.197	1.1	5.1%
16	S=c1[nH]nc(-c2ccccc2)o1	i	1.1	x	x	2.5	1.4	2.9	4.4	1333	i	29.1	-0.13	1375	-0.391	-0.234	-0.0853	0.557	1.1	0.7%
17	COC(=O)C1=C(C)N(c2cc(C)cc(C)c2)/C(=C/c2ccco2)C1=O	i	0.4	18.0	730	2.3	2.8	3.3	-5.2	1070	i	57.4	0.08	1105	0.431	-0.0646	0.14	-0.572	0.9	7.9%
18	CC1C(=O)NN=C1C(=O)N/N=C/c1cccs1 (stereo not drawn)	i	0.1	17.8	699	3.7	1.3	8.5	-3.9	1096	i	30.7	-0.17	1377	0.147	-0.162	-0.0286	-0.0243	1	0.9%
19	COC(Cn1c2c(c3cc(C)ccc31)CCCC2NCc1ccccc1)OC (stereo not drawn)	i	0.2	0.1	687	x	x	x	-0.5	1293	x	x	0.07	1130	-0.673	0.113	0.114	-1.67	x	x
20	O=C1C(Cl)=C(NC2CCCCC2)C(=O)N1Cc1ccccc1	i	0.1	-14.4	689	1.5	1.9	6.0	2.1	1051	i	66.1	-1.09	1091	-0.651	-0.209	-0.294	0.267	1.1	-15.0%
21	OC1(c2ccc(Br)cc2)CN(c2ccccc2)C2=[N+]1CCS2 (stereo not drawn)	i	0.3	4.8	697	3.4	2.8	8.6	-0.4	1024	i	1.2	0.42	1161	-0.429	-0.285	0.448	-0.375	1	4.1%
22	Cn1c(C(=O)N2CCCc3ccccc32)cc2c(=O)n3ccccc3nc21	x	x	x	x	10.4	1.6	3.2	0.2	1307	i	29.0	0.13	1442	0.379	-0.33	0.307	0.267	1	4.0%
23	O=S(=O)(N/N=C\C=C\c1ccccc1)c1ccc(Cl)cc1	i	5.0	x	x	2.4	1.6	10.5	0.1	1384	i	32.8	-0.13	1430	-0.467	-0.203	-0.448	0.452	1.1	0.6%
24	C/C(O)=C(\C#N)P(=O)(c1ccccc1)c1ccccc1	i	0.6	-0.1	634	x	x	x	0.2	1289	i	21.7	0.1	1032	0.321	-0.278	0.101	0.308	x	x
25	OCCn1c(C(F)(F)F)nc2ccccc21	i	13.4	-18.3	749	3.0	1.7	2.7	-3.7	561	i	12.0	x	x	-0.629	-0.257	-0.0137	-0.0606	1.1	0.9%
26	CCOc1ccc(N2C(=O)CC(NCCNc3ccc(C(=O)c4cccs4)cc3)C2=O)cc1 (stereo not drawn)	i	0.3	1.5	634	1.8	0.9	9.7	-3.3	1093	i	56.0	-0.26	1698	0.492	-0.188	0.813	-0.288	1.1	2.0%
27	Cc1cc(C)c(C#N)c(OCC(=O)c2ccc(Br)cc2)n1	i	6.0	x	x	1.6	1.7	6.5	2.2	1450	i	43.0	-0.95	1198	0.501	-0.128	0.38	-0.772	1.1	10.0%
28	CC(=O)Nc1ccc(S(=O)(=O)NC2(C(F)(F)F)C(=O)Nc3c2c(=O)n(C)c(=O)n3C)cc1 (stereo not drawn)	i	8.4	12.1	765	2.5	1.4	3.7	-4.6	1054	i	39.7	0.5	873	-0.186	0.0622	0.374	0.0256	1.1	2.8%
29	CCC(C)c1ccc(NC(=O)CC(C)=O)cc1 (stereo not drawn)	i	0.7	-2.0	726	0.9	1.1	9.0	x	x	i	16.1	-0.57	898	-1.09	-0.0725	-0.28	0.441	1.1	2.8%
30	O=C(COC(=O)C1CCCCC1)Nc1cc([N+](=O)[O-])ccc1F	i	0.7	14.8	684	4.4	2.9	9.4	x	x	i	37.4	-1.09	1366	0.449	0.0797	0.559	-0.0588	1.1	-42.5%
31	COCCCN=Cc1c(-c2ccccc2)[nH]n(-c2nc3ccccc3s2)c1=O	i	0.6	-0.3	675	x	x	x	-1.2	1347	i	60.0	-0.12	905	1.49	-0.209	1.41	-0.885	x	x
32	Cc1cnc2cc(Cl)ccc2c1SCC(=O)O	i	0.2	0.2	746	x	x	x	-4.5	1240	i	17.5	-1.33	1367	0.334	-0.215	-0.0394	0.183	x	x
33	O=C(CSc1nnc(-c2cccs2)n1CC1CCCO1)N1CCCC1 (stereo not drawn)	i	0.5	-21.6	725	7.8	1.2	9.7	-0.8	1541	i	38.3	0.04	1372	1.64	-0.371	0.275	-0.514	1.1	0.5%

Arranged by formula weight (lowest first): some entries from above.
entry	molecule	Myeloid diff MLP	Myeloid diff MLP GFP+ MAC1+ %	Lipid droplet	Lipid droplet cells 6.5 µM	MT stabilizer	MT stabilizer Hoechst-high %	MT stabilizer cytotoxicity %	b-catenin transl	b-catenin transl cell count 5 µM	T cell modulator	T cell modulator vesicle-bound %	Insulin prom up	Insulin prom up cell count	Dynein transport	Dynein transport cytoplasmic EGFP	Dynein transport nuclear GR-EGFP	Dynein transport cell count	TNAP activation fold	PMI inhibitors
32	Cc1cnc2cc(Cl)ccc2c1SCC(=O)O	i	0.2	0.2	746	x	x	x	-4.5	1240	i	17.5	-1.33	1367	0.334	-0.215	-0.0394	0.183	x	x
27	Cc1cc(C)c(C#N)c(OCC(=O)c2ccc(Br)cc2)n1	i	6.0	x	x	1.6	1.7	6.5	2.2	1450	i	43.0	-0.95	1198	0.501	-0.128	0.38	-0.772	1.1	10.0%
31	COCCCN=Cc1c(-c2ccccc2)[nH]n(-c2nc3ccccc3s2)c1=O	i	0.6	-0.3	675	x	x	x	-1.2	1347	i	60.0	-0.12	905	1.49	-0.209	1.41	-0.885	x	x

Rows are unselected. About 3% of those tested had a hit in this group.
